Screening results (PubChem)
NPC1 prom act – NPC1 promoter activation; Huh7 NPC1 promoter luciferase reporter, 24 h; Potency, µM (doses to about 9.22 µM), for the others: top-dose activation, usual class: activators; 320,000 tested, 2.4% active; AID 485313;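 further: potency means the concentration at half of the fitted maximal effect; % of control where 0% means no effect; nearly all actives have a fitted effect of over 60% in size; reporter is driven by a mutant NPC1 promoter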
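In 1536-well qHTS, Huh7 cells harboring an NPC1 promoter–luciferase construct received compound for 24 h; activation was quantified by luminescence following luciferase reagent addition.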
TRPV1 ag – activates the human vanilloid receptor TRPV1; activation, % at 8.33 µM; 320,000 tested, 0.19% active; TRPV1-expressing cells, Fluo-8 calcium influx, agonist mode; Q8NER1; in the data active means activation above about 80%; inconclusive means between about 30% and that limit; further: 0% is about no effect
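Cells expressing TRPV1 were dye-loaded with Fluo-8 and read kinetically: 10 s baseline, 3 min after compound (agonist portion), then 2 min after EC20 capsaicin (allosteric enhancer portion). Calcium-bound dye fluorescence at 480/520 nm.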
Gal4-VP16 FLuc – inhibits Gal4-VP16 luciferase reporter, ROR gamma counter-screen; Drosophila S2 Gal4-VP16 UAS-luciferase, luminescence, 20 h; Potency, µM (series often up to 53.6 µM), inactives show at the top dose activity, negative = inhibition, usual class: inhibitors; 310,000 tested, 3.5% active; AID 2546;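 further: Gal4-VP16 expression switched on by copper sulfate through the metallothionein promoter; potency means the concentration at half of the fitted maximal effect; on the % scale 0 is the no-effect control and ±100 the full control effect; nearly all actives have a fitted effect of over 50% in size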
ELG1 repair inh – inhibitors of ELG1-dependent DNA repair in HEK293T cells; HEK293T ELG1-luciferase reporter, luminescence, 16 h; DNA damage induced by 5-fluorouridine; Potency, µM (highest dose often 46.1 µM), for inactives: at the top dose activity change, negative = inhibition, actives largely listed as inhibitors; AID 504467; 330,000 tested, 2.3% active; further: potency means the concentration at half of the fitted maximal effect; on the % scale 0 is the no-effect control and ±100 the full control effect; nearly all actives have a fitted effect of over 55% in size
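DMSO vehicle served as the neutral condition. Each well held 2,000 cells given 5-fluorouridine plus compound; after 16 hr at 37 °C/5% CO2, ONE-Glo was added and luciferase measured 30 min later.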
p53 reactivator – mutant p53 re-activation in reporter cells. H1299 p53-A138V BP100-luciferase reporter, luminescence, 24 h. Potency, µM (doses to about 92.2 µM), inactives show top-dose activity change, positive = activation, actives largely listed as activators. 320,000 tested, 0.063% active; further: potency means the concentration at half of the fitted maximal effect; % of control where 0% means no effect; nearly all actives have a fitted effect of over 45% in size
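H1299 (p53-null), stable ts p53-A138V + BP100-Luc; 1000 cells/well, Opti-MEM/10% FBS; cpd 4 pt, 1:5; 24 h, 37 deg C, 5% CO2; detection reagent 10 min RT; luminescence.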
BRCA1 expr act – BRCA1 expression activation; MCF7-BRCA1-FFLuc reporter, luminescence, 48 h; response scale: scaled: vehicle 0%, 10 µM genistein 100%; Potency, µM (doses to about 46.1 µM), for inactives: at the highest dose activation, hits mostly activators; 380,000 tested, 1.1% active; further: potency means the concentration at half of the fitted maximal effect; nearly all actives have a fitted effect of over 80% in size; some results filed as inactive show a strong effect at the top dose
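MCF7-BRCA1-FFLuc cells, 2000/well in phenol-red-free MEM, attached 2 h then treated 48 h at 37 C. Luciferase luminescence read 15 min after reagent; normalized to genistein maximum activation (10microM) and DMSO, concentration-response fitted.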
Rab9 prom act – activators of Rab9 promoter. Potency, µM (doses to about 9.22 µM), without a hit: at the highest dose activation, negative = inhibition, most hits filed as activators. Huh7 Rab9 promoter-luciferase reporter, luminescence, 24 h. 320,000 tested, 2.8% active; further: potency means the concentration at half of the fitted maximal effect; % of control where 0% means no effect; nearly all actives have a fitted effect of over 60% in size
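Luminescence read-out: Huh7 cells stably expressing Rab9-luciferase, treated 24 h with compound at 37 °C, then lysed with luciferase reagent for 10 min at ambient before reading.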
ELG1 genotoxic – genotoxicity induction in ELG1-luciferase HEK293T cells; HEK293T ELG1-luciferase reporter, luminescence, 16 h; Potency, µM (doses to about 46 µM), inactives show top-dose activity change, positive = activation, most hits filed as activators; 330,000 tested, 1.3% active; AID 504466; further: potency means the concentration at half of the fitted maximal effect; % of control where 0% means no effect; nearly all actives have a fitted effect of over 60% in size
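16 hr compound incubation (37 °C, 5% CO2) of HEK293T cells carrying luciferase-tagged ELG1; luciferase then measured by ONE-Glo luminescence after 30 min at RT.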
Tb PFK inh – T. brucei PFK enzyme inhibition. T. brucei PFK, ADP-Glo luminescence. Potency, µM (doses to about 57.5 µM), without a hit: at the highest dose activity, negative = inhibition, hits mostly inhibitors. 330,000 tested, 0.17% active;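 further: potency means the concentration at half of the fitted maximal effect; 0% = uninhibited 1x PFK enzyme wells and -100% = no-enzyme wells; nearly all actives have a fitted effect of over 60% in size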
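1.25 nM PFK with 0.5 mM F6P and 0.1 mM ATP in 0.1 M TEA pH 8.0, 5 mM MgCl2, incubated 45 min at room temperature; ADP measured by ADP-Glo luminescence; compounds titrated up to 57 uM.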
RORg inh – inhibitors of mouse ROR gamma transcriptional activity | P51450 | Drosophila S2 Gal4-RORgamma UAS-luciferase reporter, 20 h | Potency, µM (titrated, usually from 53.6 µM), inactives show at the top dose activity change, negative = inhibition, usual class: inhibitors | 310,000 tested, 5.4% active; further: potency means the concentration at half of the fitted maximal effect; on the % scale 0 is the no-effect control and ±100 the full control effect; nearly all actives have a fitted effect of over 60% in size
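Schneider cells (Drosophila), stable Gal4 DBD–ROR gamma + UAS-luc; 1 hr cmpd preincubation; Cu2+ induction 700 uM final; 20 hr ambient; luminescence.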
FLuc counter – firefly luciferase modulation, counter-screen for miR-21 project; P08659; purified FLuc, Km substrates, luminescence inhibition; Potency, µM (series often up to 57.5 µM), for inactives: top-dose activity change, negative = inhibition, hits mostly inhibitors; 360,000 tested, 6.9% active; AID 588342;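 further: potency means the concentration at half of the fitted maximal effect; plate controls were vehicle for no effect and reference inhibitor for full effect; nearly all actives have a fitted effect of over 55% in size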
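Biochemical qHTS of compounds, final roughly 60 µM downward over six points, against 10 nM purified firefly luciferase using Km concentrations of substrates (10 uM D-luciferin, 10 uM ATP) in Tris acetate pH 7.5 buffer; luminescence output.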
Active calls of the source: *; ? = inconclusive; / = no result given; [ ] = another dose, or the depositor's remark. Unless noted, the call rests on the fitted dose curve; in most records, active means well fitted curve in the direction sought with a large enough effect; inconclusive means small, poorly fitted or top-dose-only effect, or another doubt; inactive means no such curve, though single readings can be large; an effect the other way counts as inactive or inconclusive.

Structure | p53 reactivator | Gal4-VP16 FLuc | FLuc counter | ELG1 repair inh | NPC1 prom act | Rab9 prom act | BRCA1 expr act | Tb PFK inh | ELG1 genotoxic | RORg inh | TRPV1 ag
CC1CC(=O)N(c2ccc(NCCc3ccccc3)c([N+](=O)[O-])c2)C1=O (stereo not given) | 15% | -6% | ? | 10% | 5% | 10% | 8% | -12% | 1% | -4% | 0
O=C(CSc1nc2ccccc2c(=O)[nH]1)Nc1ccc(N2CCOCC2)cc1 | 12% | ? | 2% | -4% | -6% | 2% | -1% | -10% | -3% | -37% | -1
Cc1ccccc1N(CC(=O)N/N=C/c1ccccc1Cl)C(=O)c1ccccc1 | -3% | 10% | -3% | ? | -1% | 0% | -29% | -8% | 6% | 19% | -2
COc1cccc(NC(=O)N(Cc2ccco2)C(C)c2cccs2)c1 (stereo not given) | 1% | 2% | 3% | -7% | -1% | 11% | -1% | 8% | 0% | 18% | 9
COc1ccccc1NS(=O)(=O)c1cccc(C(=O)NN=C2CCCCCC2)c1 | 8% | -1% | 3% | 23% | -1% | 0% | 0% | 0% | 1% | ? | 0
COc1ccc(NC(=S)NNC(=O)COc2ccc(Cl)cc2Cl)cc1 | -11% | -7% | 6% | -7% | -1% | 0% | -26% | 2% | 1% | ? | 0
Cc1nc2cc(C(F)(F)F)ccc2n1C | -2% | 4% | ? | ? | 1% | 2% | 20% | 1% | 3% | -21% | 0
CC1CN(C(=O)COC(=O)c2cc(Cl)ccc2Cl)CC(C)O1 (stereo not given) | -1% | 0% | 0% | -3% | -1% | 2% | 0% | -1% | 0% | -5% | 0
CN(C)CCCn1c(SCC(=O)Nc2nccs2)nnc1-c1ccncc1 | ? | -8% | 0% | ? | 5% | 0% | 0% | -11% | ? | 10% | 16
Cc1ccc(S(C)(=O)=O)cc1S(=O)(=O)Nc1ccccc1 | -9% | 1% | -2% | 2% | -1% | 4% | -21% | 4% | -1% | ? | -3
O=C(NCCc1ccccc1)NC(Cc1ccccc1)C(=O)O (stereo not given) | 0% | -9% | -2% | -2% | -4% | 2% | 21% | 6% | -1% | 9% | 2
O=C(NC1CC1)c1cc2c(F)cccc2s1 | 11% | 10%[10 µM] | ? | -3% | 1% | -5% | 16% | -21% | 5% | -12% | 0
CCN(CC(=O)Nc1cccc(C(C)=O)c1)S(=O)(=O)c1ccc(OC)cc1 | -3% | 6% | 4% | 0% | -3% | -3% | -23% | 4% | -5% | -29% | 1
Nc1nc2n(n1)C(c1cccs1)CC(c1ccc(Br)cc1)N2 (stereo not given) | -8% | -3% | 5% | 0% | -3% | -11% | -8% | 2% | 0% | 11% | -4
O=C(NCc1nnc(SCC(=O)N2CCOCC2)o1)c1c(F)cccc1Cl | -2% | -3% | 2% | 3% | -1% | 2% | 5% | -6% | 6% | 6% | -1
Cc1onc(-c2ccccc2)c1C(=O)Nc1ccnn1C1CCCCC1 | 5% | -2% | 4% | -3% | -1% | -6% | -1% | -9% | -2% | 2% | -1
C[C@H](NC(=O)Cc1cccc2ccccc12)C(=O)NCc1ccccc1 | -1% | 5% | 6% | -19% | -4% | -1% | -28% | 2% | -2% | -3% | 1
CC(C)CC(=O)Nc1ccc(-c2nc3ccccc3c(=O)[nH]2)cc1 | ? | -7% | 2.4µM* | ? | 1.1µM* | 0.89µM* | 31% | 4% | 6.5µM* | -32% | 4
N#Cc1c(-c2cccc(Br)c2)cc(-c2ccco2)[nH]c1=O | -3% | 1% | ? | -13% | -3% | -4% | 0% | 2% | -3% | ? | 1
O=C(NCC(F)(F)F)c1ccc(S(=O)(=O)N2CCN(C(=O)C3CCCO3)CC2)cc1 (stereo not given) | 12% | / | -2% | -7% | 0% | 0% | 7% | -1% | 0% | / | 1
C#CCOCCOCCOCCNc1nc(N2CCN(C(=O)[C@H]([C@@H](C)O)n3cc(CCCCN)nn3)CC2)nc(N2CCN(C(=O)[C@H]([C@@H](C)CC)n3cc(CCCCN)nn3)CC2)n1 | 0% | / | 0% | 17% | 0% | -12% | -20% | 0% | 3% | / | -5
CN(CC(=O)NCc1ccco1)S(=O)(=O)c1cccc2cccnc12 | 3% | 0% | 3% | -6% | -3% | -5% | -6% | -3% | 0% | -2% | 0
CCC(C)[C@H](N)c1cn([C@@H](Cc2cc3ccccc3[nH]2)C(=O)N2CCNCC2)nn1 (stereo not given in full) | 1% | 0% | 1% | 0% | 0% | 11% | -7% | -3% | 1% | 13% | -1
COc1cccc2cc(C(=O)Nc3cccc(C)n3)c(=O)oc12 | ? | -4% | 0.21µM* | ? | 22% | ? | ? | 4% | 2.3µM* | -2% | 3
O=CN1CCN(C(=O)c2cc3cc(Cl)ccc3[nH]2)CC1 | / | 1% | 4% | -4% | -2% | -4% | -4% | 2% | 2% | -9%[1.91 µM] | 3
O=C(COC(=O)CCC(=O)c1cccs1)NCc1ccc(Cl)cc1 | -3% | -2% | -15% | 5% | -1% | -2% | 3% | 4% | -3% | -2% | 1
CC(C)C(NC(=O)c1ccc(F)cc1)C(=O)NC1(C)CCS(=O)(=O)C1 (stereo not given) | 8% | / | 1% | 11% | 1% | -4% | 2% | 0% | 0% | / | -1
COc1ccccc1-c1cc(C(=O)NCCCn2ccnc2)no1 | -1% | 5% | ? | 10% | 0% | 2% | -40% | 0% | -1% | 0% | 10
COc1cc(C(=O)NC(C)c2cnn(-c3ccccc3C)c2C)cc(OC)c1OC (stereo not given) | 4% | 12% | -11% | -3% | -3% | -3% | -34% | -1% | 7% | 30% | -1
Cc1ccc(NC(=O)Cc2ccc3c(c2)OCCO3)cc1S(=O)(=O)N1CCCCC1 | 0% | -5% | -14% | ? | -6% | -6% | -49% | -10% | -13% | -16% | 17
Cc1ccccc1OCCOc1ccc([N+](=O)[O-])cc1/C=N/n1cnnc1 | 9% | 0% | 0% | ? | -15% | -4% | 12% | 7% | ? | 28% | 0
O=C(Nc1ccc([N+](=O)[O-])cc1)C(Cc1ccccc1)N1C(=O)c2cccc3cccc(c23)C1=O (stereo not given) | -2% | -15% | -2% | 6% | -6% | -5% | ? | -28% | 6% | ? | -2
COc1ccc(CNCc2ccc3c(c2)OCO3)cc1Br | 15% | 0% | -12% | 0% | 10% | -3% | 11% | 2% | -3% | 0% | 4
C=CCn1c(=O)[nH]c2cc(C(=O)N3CCN(c4cccc(Cl)c4)CC3)ccc2c1=O | 14% | ? | 3% | ? | 0% | -10% | -63% | ? | -9% | -12% | 0
CCc1cccc(OCC(=O)Nc2ccc(S(=O)(=O)Nc3ccccn3)cc2)c1 | 9% | 7% | -6% | -4% | -2% | -6% | -5% | -15% | -4% | 3% | -2
CC1(c2ccccc2)NC(=O)N(CC(=O)Nc2ccccc2N2CCCC2)C1=O (stereo not given) | 8% | / | 5% | ? | -3% | 1% | -3% | 1% | -3% | / | 12
CC(Sc1nc(N)cc(=O)[nH]1)C(=O)NC1CCCCC1 (stereo not given) | -1% | 3% | 1% | 2% | -1% | -2% | -2% | -5% | 2% | -23% | -2
Cc1ccccc1Oc1nc(-c2ccccn2)nc2ccccc12 | -1% | 1.3µM* | -13% | ? | -2% | -2% | -56% | -4% | -7% | 0.32µM* | 24
CC(=O)C1=C(O)C(=O)N(c2ccc(O)cc2)C1c1cccc([N+](=O)[O-])c1 (stereo not given) | -3% | 7% | -1% | -6% | 2% | ? | 21% | 0% | 1% | 1% | -2
COc1ccc(-c2nc(NC(=O)C3CC(=O)N(Cc4ccco4)C3)sc2C)cc1 (stereo not given) | -4% | / | -2% | 0% | -2% | -16% | -32% | -1% | -4% | / | 2
CCOC(=O)N1CCN(C(=O)C2CCN(C(=O)Nc3ccccc3)CC2)CC1 | 3% | / | / | 6% | / | / | -4% | -4% | 4% | / | /
CCCCN(C(=S)NC(=O)c1cc(OC)c(OC)c(OC)c1)c1c(N)n(Cc2ccccc2)c(=O)[nH]c1=O | -6% | -9% | 3% | -7% | 0% | 1% | -9% | -4% | 3% | 2% | -1
CC(=O)N(Cc1ccccc1)Cc1cn(CCC#N)nc1-c1cccc([N+](=O)[O-])c1 | 9% | -5% | 1% | 6% | -4% | 8% | -9% | -5% | -1% | 16% | 0
Cc1ccc(-c2c(C(=O)N/N=C/c3c[nH]c4ccccc34)nnn2-c2nonc2N)cc1 | -17% | ? | 1% | ? | -3% | 2% | -78% | 1% | -1%[9.26 µM] | ? | -5
CCOc1ccc(/C=C(/NC(=O)c2ccccc2)C(=O)NCCC(=O)O)cc1 | 4% | 3% | 3% | -2% | -3% | -1% | -12% | -2% | 1% | -12% | 2
COc1ccc(S(=O)(=O)N(CC(=O)NC2CC2)c2ccc(C)cc2)cc1 | -2% | -5% | -2% | 9% | -4% | 12% | -15% | 0% | 1% | -14% | 4
CCCS(=O)(=O)N1CCN=C1SCc1ccc(C)cc1 | 10% | -7% | 7% | -15% | -3% | 3% | 17% | 0% | 5% | 5% | 13
